G9a inh: G9a (human) methyltransferase inhibition | AID 504332 | actives 8.8% (n = 350,000) | Potency, µM (top dose mostly 102 µM), for the others: top-dose activity, negative = inhibition, usual class: inhibitors | G9a H3K9 monomethylation, AlphaScreen, 2 h; also: potency is read from the fitted curve at half-maximal effect; % is scaled to controls: 0 for no effect and ±100 for the full control effect; nearly all actives have a fitted effect of over 75% in size
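Step 1: enzyme (final 20 nM) with compound, 15 min RT. Step 2: substrate peptide 500 nM and SAM 20 uM, 2 h RT. Step 3: anti-H3K9me1 antibody and AlphaScreen beads, 10 min, then plate read.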
Pin1 inh: blocks the human prolyl isomerase Pin1; Q13526; Pin1 FP peptide displacement, HiFluor488, 10 min; Potency, µM (series often up to 115 µM), inactives show at the top dose activity, negative = inhibition, hits mostly inhibitors; actives 0.009% (n = 390,000); active = well fitted inhibition curve with a large enough effect in the polarisation, with a control signal flat, not every such curve was filed as active; inconclusive = small, poorly fitted or top-dose-only effect, or effect the other way, or a change in a side signal; inactive = no such curve, though single readings can be large or run the other way; the % refers to the polarisation; also: potency is read from the fitted curve at half-maximal effect; % is scaled to controls: 0 for no effect and ±100 for the full control effect
HP1b binding inh: blocks HP1-beta chromodomain binding to methylated histone tails. AID 540317. Potency, µM (top dose mostly 114 µM), without a hit: at the highest dose activity change, negative = inhibition, usual class: inhibitors. actives 0.56% (n = 390,000). AlphaScreen HP1-beta / biotin-H3K9me3 peptide binding; also: potency is read from the fitted curve at half-maximal effect; nearly all actives have a fitted effect of over 70% in size; inactives centre near 23
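AlphaScreen: HP1-beta (50 nM) preformed 30 min with biotin-H3(1-18)K9me3 peptide (50 nM) in PBS pH 7.4, 0.01% Tween-20. Compound added for 30 min at RT, then streptavidin donor/nickel chelate acceptor beads (10 ug/mL) for 30 min.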
PI4K2A block: blocks human PI4K2A kinase activity; Q9BTU6; purified PI4K2A, ADP-Glo luminescence, 1 h; hits give low values; activity change, negative = inhibition, % at 76.9 µM; actives 0.13% (n = 420,000); in the data active = activity change below about -50%; inconclusive = mostly about -30% to -49%;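 also: -100% = wells without enzyme as full effect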
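In this quantitative HTS, ADP production by PI4K2A was quantified luminescently after 1 h at ambient temperature; 100 microM adenosine served as plate-quality control.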
JMJD2A Tudor: inhibitors of human JMJD2A Tudor domain; O75164; AlphaScreen JMJD2A-Tudor / H3K4me3 peptide binding; Potency, µM (titrated, usually from 114 µM), for inactives: at the highest dose activity change, negative = inhibition, hits mostly inhibitors; actives 4.4% (n = 390,000); AID 504339; also: potency is read from the fitted curve at half-maximal effect; % is scaled to controls: 0 for no effect and ±100 for the full control effect; nearly all actives have a fitted effect of over 50% in size
BAZ2B inh: BAZ2B (human) inhibition; AlphaScreen BAZ2B-H3K14Ac peptide displacement; Potency, µM (series often up to 114 µM), inactives show at the highest dose activity change, negative = inhibition, hits mostly inhibitors; actives 4.4% (n = 360,000); Q9UIF8; AID 504333; also: potency is read from the fitted curve at half-maximal effect; % is scaled to controls: 0 for no effect and ±100 for the full control effect; nearly all actives have a fitted effect of over 60% in size
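Compounds, titrated to a top concentration of 110 uM, were incubated 30 min at room temperature with preformed BAZ2B/acetyl-K14 H3 peptide complex (50 nM each). Proximity signal was measured by AlphaScreen after 20 min with beads.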
GLS inhibitor: blocks human kidney-isoform glutaminase activity; actives 0.21% (n = 410,000); Potency, µM (highest dose often 45.5 µM), inactives show at the highest dose activity change, negative = inhibition, hits mostly inhibitors; O94925; GLS enzymatic activity, qHTS titration; also: potency is read from the fitted curve at half-maximal effect; % is scaled to controls: 0 for no effect and ±100 for the full control effect
Target sequence (O94925 whole entry, looked up, canonical isoform): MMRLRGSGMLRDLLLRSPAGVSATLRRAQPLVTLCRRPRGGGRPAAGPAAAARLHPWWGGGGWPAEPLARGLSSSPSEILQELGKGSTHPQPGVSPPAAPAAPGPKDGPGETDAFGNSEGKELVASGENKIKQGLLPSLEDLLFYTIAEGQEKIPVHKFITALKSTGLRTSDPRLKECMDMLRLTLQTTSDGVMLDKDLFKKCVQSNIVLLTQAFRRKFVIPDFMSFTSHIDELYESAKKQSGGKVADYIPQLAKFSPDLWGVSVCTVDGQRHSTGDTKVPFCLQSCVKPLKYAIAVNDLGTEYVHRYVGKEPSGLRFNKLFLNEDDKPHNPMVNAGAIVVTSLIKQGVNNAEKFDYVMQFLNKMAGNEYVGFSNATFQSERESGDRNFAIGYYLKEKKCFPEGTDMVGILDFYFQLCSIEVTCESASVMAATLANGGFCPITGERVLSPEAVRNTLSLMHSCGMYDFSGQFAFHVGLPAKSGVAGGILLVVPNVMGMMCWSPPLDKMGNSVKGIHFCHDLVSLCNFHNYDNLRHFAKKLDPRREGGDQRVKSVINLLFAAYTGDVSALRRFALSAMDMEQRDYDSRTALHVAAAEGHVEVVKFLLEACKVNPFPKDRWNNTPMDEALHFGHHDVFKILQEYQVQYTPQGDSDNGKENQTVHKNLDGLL
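Coupled fluorescence readout: glutamate oxidase/HRP/Amplex Red detect glutamate formed by hKGA from L-glutamine (1 mM solution added). Buffer 45 mM KH2PO4 pH 8.2, 0.02% Tween-20; reads at t0 and 30 min RT.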
Pol eta inh: blocks human DNA polymerase eta activity; recombinant Pol eta, fluorescent DNA replication assay; actives 1.2% (n = 390,000); Q9Y253; Potency, µM (titrated, usually from 114 µM), inactives show top-dose activity change, negative = inhibition, usual class: inhibitors; also: potency is read from the fitted curve at half-maximal effect; % is scaled to controls: 0 for no effect and ±100 for the full control effect
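Pol eta at 10 nM preincubated with compounds 15 min at room temperature; reaction started with fluorescent substrate (50 nM final) and read kinetically at 0 and 10 min.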
PGK inhibitor: blocks T. brucei phosphoglycerate kinase. P07378. Potency, µM (highest dose often 57.5 µM), without a hit: at the highest dose activity change, negative = inhibition, hits mostly inhibitors. PGK/GAPDH coupled, Kinase-Glo luminescence, 60 min. actives 0.043% (n = 380,000); also: potency is read from the fitted curve at half-maximal effect; % is scaled to controls: 0 for no effect and ±100 for the full control effect; nearly all actives have a fitted effect of over 60% in size
Target sequence (P07378 whole entry, looked up): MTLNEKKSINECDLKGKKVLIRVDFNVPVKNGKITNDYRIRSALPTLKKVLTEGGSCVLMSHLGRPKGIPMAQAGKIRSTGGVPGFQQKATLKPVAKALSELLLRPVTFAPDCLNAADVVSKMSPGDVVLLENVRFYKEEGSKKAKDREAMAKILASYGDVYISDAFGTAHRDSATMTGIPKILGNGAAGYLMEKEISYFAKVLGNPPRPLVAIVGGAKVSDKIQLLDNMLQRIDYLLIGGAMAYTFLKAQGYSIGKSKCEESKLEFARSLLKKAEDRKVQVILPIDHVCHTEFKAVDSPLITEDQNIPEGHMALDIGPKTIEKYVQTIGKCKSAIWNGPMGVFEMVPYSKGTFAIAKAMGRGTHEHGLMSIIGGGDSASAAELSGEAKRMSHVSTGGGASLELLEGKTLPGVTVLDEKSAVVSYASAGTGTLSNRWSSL
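Recombinant glycosomal PGK reaction used 1,3-bisphosphoglycerate generated in-well by GAPDH (100nM final) in 100mM TEA pH 7.6, 5mM MgCl2, 0.01% Tween-20. After 60 minutes at room temperature, ATP was read by Kinase-Glo Plus luminescence end-point.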
* marks the source's active call; other numbers are inactive results; i = inactive; ? = inconclusive; . = not tested or not shown; [ ] = remark or other dose. Unless noted, calls follow the shape of the dose curve; as a rule, active = well fitted curve in the direction sought with a large enough effect; inconclusive = small, poorly fitted or top-dose-only effect, or another doubt; inactive = no such curve, though single readings can be large; an effect the other way counts as inactive or inconclusive. Only part of the results is shown; the hit share may differ from the screen's.

SMILES	G9a inh	Pin1 inh	HP1b binding inh	PI4K2A block	JMJD2A Tudor	BAZ2B inh	GLS inhibitor	Pol eta inh	PGK inhibitor
O=[N+]([O-])c1ccc(C(=S)N2CCC(Cc3ccccc3)CC2)cc1	?	6%	?	2	?	?	4%	-8%	0%
CCOC(=O)c1cc(=O)n(Cc2ccccc2C)c2ccccc12	69%[activator]	-2%	86%[activator]	0	34%	20%	-3%	-11%	-1%
CCOc1ccc(N2C(=O)CC(n3nc(C)cc3C)C2=O)cc1 (centres undefined)	?	-1%	59%[activator]	8	-20%	5%	3%	-11%	-9%
CC1CCCCN1S(=O)(=O)c1ccc(S(=O)(=O)N2CCN(c3ccccc3)CC2)cc1 (centres undefined)	50µM*	-2%	30%	5	-1%	7%	1%	-14%	-12%
COc1ccccc1NC(=O)c1ccc(NC(=O)c2nc3nccc(C)n3n2)cc1	-5%[12.7 µM]	6%	28%	1	-1%	-6%	-13%	-1%	-8%
C/C(=N\NC(=O)CNC(=O)c1ccncc1)c1ccc(C)cc1	-33%	2%	17%	0	-11%	-20%	0%	0%	i
O=C(CCC(=O)NNC(=O)COc1ccc(Br)cc1Br)NCc1ccccc1	14%	5%	44%[activator]	4	-5%[11.4 µM]	-25%	-6%	-11%	-5%
CCN(CC)S(=O)(=O)c1ccc(N/N=C(\C)c2ccc(OC)cc2O)nc1	-5%[12.7 µM]	2%	4%	-2	?	?	13%	-8%	2%
COc1ccccc1C1=NNC(=NCc2ccccc2)SC1	?	-15%	-5%	3	-15%	-32%	0%	-4%	14%
CCn1c(C)[n+](CCOCC[n+]2c(C)n(CC)c3cc(Cl)c(Cl)cc32)c2cc(Cl)c(Cl)cc21	?	3%	-3%	-3	22µM*	0%	1%	-1%	-3%[11.5 µM]
CNS(=O)(=O)c1cnccc1N1CCN(C)CC1	-21%	-5%	12%	-5	24%	2%	4%	-21%	-3%
Cc1onc(C(=O)NN)c1C(=O)N1CCN(C(c2ccccc2)c2ccccc2)CC1	-4%	-2%	32%	-1	?	-13%	16%	-28%	-2%
O=C(NCCN1CCCCCC1)C1CC(=O)N(CCc2ccccc2)C1 (centres undefined)	-2%[59 µM]	0%	28%	0	-15%	-2%	19%	-10%	-5%
Cc1nnsc1C(=O)N/N=C/c1c(F)cccc1Cl	-4%	4%	20%	1	?	-3%	-3%	-24%	6%
Cc1ccc(NC(=O)C(c2ccccc2)N2CCN(CC(=O)N3CCOCC3)CC2)cc1Cl (centres undefined)	?	0%	28%	0	-8%	-10%	1%	-6%	-9%

Profiles, looked up by structure.
Entry for CCOc1ccc(N2C(=O)CC(n3nc(C)cc3C)C2=O)cc1 (centres undefined) = G9a inh: ?; Pin1 inh: -1%; HP1b binding inh: 59%[activator]; PI4K2A block: 8; JMJD2A Tudor: -20%; BAZ2B inh: 5%; GLS inhibitor: 3%; Pol eta inh: -11%; PGK inhibitor: -9%
Entry for Cc1nnsc1C(=O)N/N=C/c1c(F)cccc1Cl = G9a inh: -4%; Pin1 inh: 4%; HP1b binding inh: 20%; PI4K2A block: 1; JMJD2A Tudor: ?; BAZ2B inh: -3%; GLS inhibitor: -3%; Pol eta inh: -24%; PGK inhibitor: 6%

Additional records follow:
SMILES	G9a inh	Pin1 inh	HP1b binding inh	PI4K2A block	JMJD2A Tudor	BAZ2B inh	GLS inhibitor	Pol eta inh	PGK inhibitor
Cc1c(C(=O)Nc2cccc(C#N)c2)sc2nc3n(c(=O)c12)CCCCC3	?	-5%	36%	2	-12%	50µM*	0%	-4%	3%
Cc1ccc(/C=N/NC(=O)C(C)Oc2ccccc2[N+](=O)[O-])s1 (centres undefined)	?	-1%	-11%	-2	-24%	-6%	10%	-1%	i
COc1ccc(CCNC(=O)Cn2ccc3cc(S(=O)(=O)N4CCCC4)ccc32)cc1OC	19%	9%	26%	-3	-4%	-16%[57.1 µM]	3%	-4%	i
CC(=O)[C@@]1(O)CC[C@H]2[C@@H]3CCC4=CC(=O)CC[C@]4(C)[C@H]3[C@@H](O)C[C@@]21C	-3%	-1%	48%[activator]	7	-1%	9%	0%	-11%	-9%
COc1ccccc1-n1cnc2sc(-c3ccccc3)cc2c1=O	3%[59 µM]	2%	17%	-2	1%	-2%	6%	-2%	i
Cc1c(C(=O)OCC(=O)N2CC(=O)Nc3ccccc32)oc2ccccc12	?	34%[activator]	11%	-6	3%	-3%	?	-15%	-6%
O=C(Nc1ccc(-c2nc3ccccc3[nH]2)cc1)c1ccc(N2C(=O)CCC2=O)cc1	-3%[59 µM]	11%	27%	-3	-16%	3%	3%	-6%	0%
CCOc1ccc(N2CC(C(=O)NC3=NCCS3)CC2=O)cc1 (centres undefined)	-32%	-8%	38%	-1	-9%	-21%	9%	8%	-9%
CCn1c(C)nc2c1C(=O)c1ccccc1C2=O	-1%[0.0925 µM]	-5%	15%	?	-14%	-4%	-13%	-17%	i
CC(C)(Oc1ccc(Cl)cc1)C(=O)Nc1ncccn1	-46%[59 µM]	1%	-8%	3	-20%[57.1 µM]	-8%	6%	8%	-2%
CCc1ccc(OCC2c3cc(OC)c(OC)cc3CCN2C(=O)c2ccc(S(=O)(=O)N3CCCC3)cc2)cc1 (centres undefined)	-44%[59 µM]	12%	-11%	-8	-32%	?	-1%	-16%	-2%
COc1ccc(/C=C2\CN(Cc3ccccc3)C/C(=C\c3ccc(OC)cc3OC)C2=O)c(OC)c1	14µM*	16%	?	4	?	25µM*	35%	2%	-3%
CCOc1ccc(S(=O)(=O)N(CC(N)=O)c2ccc(C)cc2)cc1	-3%[12.7 µM]	-9%	47%[activator]	-2	6%	-5%	0%	-6%	4%
Cc1ccc(CNC(=O)C(=O)NCC2OCCCN2S(=O)(=O)c2cccs2)cc1 (centres undefined)	34%	-6%	19%	-1	-10%	-7%	6%	-1%	i
CC(C)c1nc(=S)n(-c2ccccc2)[nH]1	10µM*	-5%	22%	0	6.3µM*	0%	10%	-7%	-9%
CS(=O)(=O)NN1C(=O)c2ccccc2NC1c1ccccc1O (centres undefined)	-3%	-4%	85%[activator]	-2	10%	18%	-3%	-9%	i
COc1ccc(NC(=O)C2CCCN2C(=O)Nc2cccc(F)c2)cc1 (centres undefined)	11%	1%	19%	-3	-4%	3%	2%	-4%	8%
Cc1ccc(-c2cc(N)n[nH]2)cc1	12%[2.33 µM]	-12%	19%	1	?	?	30%	-5%	.
CCOc1cc(NC(=S)NCC2CCCO2)c(OCC)cc1NC(=O)c1ccc(F)cc1 (centres undefined)	.	-2%	13%	-1	-24%	-11%	-17%	-12%	i
Cc1ccn2cc(CCNS(=O)(=O)c3ccc4ccccc4c3)nc2c1	.	4%	22%	-3	-14%	.	1%	-7%	-2%
S=C(Nc1ccccc1Cl)N1CCOCC1	9%[59 µM]	-1%	14%	5	-9%	-7%	16%	-14%	-13%
CCOc1ccc(C(=O)CCC(=O)N(CC)CC(=O)NCc2ccc(Cl)cc2)cc1	38%	-1%	18%	-1	-13%	-14%	1%	-12%	-1%
O=C(Cc1ccccc1)c1ccc2c(c1)OCCO2	83%[activator]	-9%	58%[activator]	-5	17%	-4%	4%	-11%	-1%
CCOCCCNC(=O)/C(C#N)=C/c1cc(Br)c(O)c(Br)c1	-10%	-5%	2%	-1	-12%[11.4 µM]	-12%	11%	3%	i
OCC1OC(n2cnc3c(SCc4ccccc4)nc(F)nc32)C(O)C1O (centres undefined)	.	-1%	20%	-1	-10%	.	-8%	-16%	i
COc1cccc(NC(=O)NNC(=O)CN2C(=O)COc3ccccc32)c1	11%	6%	4%	1	-8%	-4%	3%	-2%	1%
O=[N+]([O-])c1cccc(OCc2cn3cccnc3n2)c1	7%	-1%	?	-2	-4%[11.4 µM]	-12%	-3%	8%	-3%
NNC(=O)c1cccc(COc2ccc(Br)cc2)c1	32%[activator][59 µM]	11%	35%	2	-9%	-1%	12%	-19%	i
COc1ccc(-c2cc(=O)oc3cc(OC(=O)C4CCCCC4)c(Cl)cc23)cc1	55%[activator][59 µM]	-1%	64%[activator]	0	17%	36%[activator]	-4%	-11%	-1%
Cc1ccc(CSc2nc3c([nH]c4ccccc43)c(=O)n2C)cc1	5%[59 µM]	0%	19%[57 µM]	-2	-11%	0%	-1%	-5%	-2%
O=C(NNC1=C(C(=O)C(F)(F)F)CCC1)c1cccnc1	14%	0%	22%	0	-16%	-22%	0%	-3%	4%
CCOc1ccc(CC(=O)NCc2cn3c(C)csc3n2)cc1	-4%	2%	19%	-3	-19%	2%	-6%	-10%	-2%
C#CCOCCOCCOCCNc1nc(N2CCN(C(=O)Cn3cc(CCO)nn3)CC2)nc(N2CCN(C(=O)[C@H]([C@@H](C)O)n3cc(CCCCN)nn3)CC2)n1	79µM*	0%	18%	-7	-15%	-8%	-1%	-6%	-3%
Cc1ccc(/C(O)=C2/C(=O)C(=O)N(c3ccccn3)C2c2ccc(F)cc2)cc1 (centres undefined)	40µM*	3%	6%	9	-11%	-31%	4%	-11%	-3%
Cc1cc(C)c(C)c(S(=O)(=O)N2CCC(C(=O)NCCCN3CCCC3=O)CC2)c1C	14%[59 µM]	-2%	32%	5	-14%	12%	6%	-4%	7%
Cc1nc2ccc(NC(=O)c3ccccc3)cc2s1	.	8%	6%	-3	-24%	-17%	5%	2%	6%
Cc1ccc(/C=N/Nc2nc(N3CCCCC3)nc(N3CCCCC3)n2)o1	?	2%	-1%	-5	-16%[57.1 µM]	.	2%	-12%	9%
COc1cccc(NC(=O)CSC2=Nc3ccccc3N=C(c3ccc(F)cc3)C2)c1	-11%[59 µM]	7%	0%[57 µM]	2	-26%	?	5%	-22%	-7%

Source: PubChem (National Center for Advancing Translational Sciences (NCATS))
